Bioassay records deposited in PubChem BioAssay by The Scripps Research Institute Molecular Screening Center.
M1 antag – blocks human M1 muscarinic receptor | P11229 | CHO-K1 hM1, Fluo-8 calcium fluorescence, ACh EC80 antagonist | inhibition, % at 3 µM | hit rate 1.3% among 360,000 | AID 588852;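 active means percent inhibition above its own plate's cutoff, namely the mean of that plate's compound wells plus 3 SD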;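 further: peak over basal fluorescence ratio during 140 s after agonist addition; 0% = ACh EC80 plus DMSO and 100% = DMSO alone without agonist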
CHRM1 PAM – positive allosteric modulators of human M1 muscarinic receptor | P11229 | CHO-K1 hM1, Fluo-8 calcium fluorescence, ACh EC20; 0% = ACh EC20, 100% = maximal ACh | activation, % at 3 µM | hit rate 0.088% among 360,000; in the data active means activation above about 19%, passing the limit was not always enough
V1R ag counter – counter-screen for oxytocin receptor agonists: human V1a receptor agonists; CHO-V1R cells, Fluo-8 calcium fluorescence, agonist mode; 0% DMSO, 100% 3 nM vasopressin; AID 2797; hit rate 0.25% among 320,000; activation, % at 3 µM;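 active means activation above the mean activation of all tested compounds plus 3 SD, per screening run, cut at about 20% in these data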;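 further: signal is peak over basal fluorescence ratio across a 100 second FLIPR read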
Target sequence (P37288 whole entry, looked up): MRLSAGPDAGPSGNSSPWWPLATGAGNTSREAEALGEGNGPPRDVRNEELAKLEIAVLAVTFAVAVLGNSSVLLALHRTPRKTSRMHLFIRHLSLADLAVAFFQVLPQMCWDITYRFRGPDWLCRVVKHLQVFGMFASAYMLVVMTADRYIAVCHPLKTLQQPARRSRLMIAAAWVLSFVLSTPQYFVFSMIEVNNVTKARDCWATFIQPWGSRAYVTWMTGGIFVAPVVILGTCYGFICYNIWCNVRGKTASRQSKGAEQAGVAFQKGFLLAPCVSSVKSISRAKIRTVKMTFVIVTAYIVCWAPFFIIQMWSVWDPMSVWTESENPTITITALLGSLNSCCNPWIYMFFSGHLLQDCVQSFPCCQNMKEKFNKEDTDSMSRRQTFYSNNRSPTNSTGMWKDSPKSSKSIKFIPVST
TAAR1 ag – agonists of human TAAR1 | activation, % at 3 µM | CHO RD-HGA16 TAAR1, Fluo-8 calcium fluorescence; vehicle wells 0%, saturating PEA agonist 100% | Q96RJ0 | hit rate 0.99% among 360,000;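 active means activation above the mean activation of all test compounds in the run plus 3 SD, cut at about 38% in these data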
Target sequence (Q96RJ0 whole entry, looked up): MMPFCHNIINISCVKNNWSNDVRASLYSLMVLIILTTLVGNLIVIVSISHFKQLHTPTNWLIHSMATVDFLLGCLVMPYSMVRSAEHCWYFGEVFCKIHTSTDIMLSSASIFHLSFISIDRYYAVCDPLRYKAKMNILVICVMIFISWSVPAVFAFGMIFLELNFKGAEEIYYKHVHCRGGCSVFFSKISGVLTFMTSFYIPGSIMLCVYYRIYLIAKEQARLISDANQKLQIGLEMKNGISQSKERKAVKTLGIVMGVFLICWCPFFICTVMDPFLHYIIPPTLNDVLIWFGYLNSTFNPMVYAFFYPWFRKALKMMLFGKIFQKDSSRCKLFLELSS
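Assay system: CHO-derived RD-HGA16 cells with stable Gα16 and human TAAR1; timing: 17-24 h seeding, 75 min 37 °C dye, 30 min RT; read-out: % activation from peak over basal fluorescence ratio, DMSO-to-PEA scaled; measured by: kinetic Fluo-8 calcium fluorescence; benchmarks: low control DMSO, high control PEA (EC100); doses: 3 µM single concentration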
CHO parental Ca – signal in parental CHO cells, OX1R antagonist counter-screen | parental CHO-K1, ATP-induced calcium, Fluo-8 fluorescence | inhibition, % at 5.6 µM | hit rate 0.63% among 330,000 | AID 463079;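 active means inhibition above that plate's mean sample inhibition plus 3 SD, cut at about 26% in these data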;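 further: 0% = ATP-challenged DMSO wells and 100% = DMSO wells without ATP; some compounds past the cut are filed as inactive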
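Test system: untransfected parental CHO cell line. Compound: one dose, 5.6 µM nominal. Detection: intracellular calcium via Fluo-8 no-wash fluorescent dye. Measure: % inhibition. Benchmarks: ATP-challenged DMSO wells low, unchallenged DMSO wells high.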
OXTR ag – activates the human oxytocin receptor; CHO-OTR cells, Fluo-8 calcium fluorescence; normalized: DMSO 0%, oxytocin 100%; activation, % at 3 µM; hit rate 0.32% among 320,000;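 active means activation above the mean of all tested compounds plus 3 SD, cutoff set per screening run, cut at about 20% in these data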;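 further: peak over basal fluorescence ratio from a 100 s FLIPR kinetic read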
OXTR potentiate – potentiators of human oxytocin receptor; P30559; CHO-OTR cells, Fluo-8 calcium fluorescence, potentiator mode; 0% = oxytocin EC15, 100% = EC100; activation, % at 3 µM; hit rate 0.061% among 320,000; AID 2445;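 active means activation above that plate's cutoff, the mean activation of tested compounds plus 3 SD, cut at about 6.6% in these data, passing the limit was not always enough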;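 further: 100% uses oxytocin at 75 nM as the full agonist control; some results filed as inactive read as strong as hits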
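assay system = CHO-OTR cells, human receptor | schedule = compound 6 min at room temperature before oxytocin, 100 s read | detection = Fluo-8 intracellular calcium fluorescence, ex 470-495, em 515-575 nm | evaluation = normalized max/min fluorescence ratio, % activation | control set = EC15 oxytocin alone as 0%, 75 nM oxytocin (EC100) as 100%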
M1 ag – human M1 muscarinic receptor agonism; P11229; CHO-K1 hM1, Fluo-8 calcium fluorescence, agonist mode; 0% DMSO, 100% acetylcholine EC100; activation, % at 3 µM; hit rate 0.33% among 360,000;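 active means activation above the run's mean compound activation plus 3 SD, cut at about 16% in these data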;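 further: peak over basal fluorescence ratio within a 140 s kinetic read after compound addition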
TAAR1 antagonist – human TAAR1 antagonism. inhibition, % at 3 µM. CHO RD-HGA16 TAAR1, Fluo-8 calcium fluorescence, antagonist. hit rate 1.5% among 360,000. Q96RJ0. AID 624466;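 active means inhibition above a per-plate cutoff, the mean inhibition of test compounds on that plate plus 3 SD, cut at about 49% in these data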;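 further: 0% = DMSO plus EC80 beta-PEA response and 100% = DMSO alone without agonist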
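System: CHO RD-HGA16 cells bearing hTAAR1. Reagent: EC80 β-phenethylamine stimulus. Schedule: seeding 17-24 h prior, 75-min 37 °C, 30-min RT dye loading. Signal: Fluo-8 intracellular calcium dye fluorescence, real-time kinetic reads. Read-out: % inhibition from peak post-agonist over basal fluorescence ratio. Benchmarks: vehicle wells and EC80 agonist wells. Replicates: n of 1.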
Numbers without * were called inactive. The order is random (roughly 3.7% active in at least one column).

CCOc1cc(CN2CCN(C(=O)c3ccco3)CC2)ccc1OC was read as M1 antag 3.3, CHRM1 PAM 5.2, V1R ag counter -0.1, TAAR1 ag 6.4, CHO parental Ca -15.8, OXTR ag 1.5, OXTR potentiate -4.3, M1 ag -3.1 and TAAR1 antagonist 22.1.
CCc1ccc(NC(=O)C2CCN(c3c(N4CCCC4)c(=O)c3=O)CC2)cc1 was read as M1 antag -1.1, CHRM1 PAM 1.6, V1R ag counter 0.4, TAAR1 ag 1.9, CHO parental Ca -25.4, OXTR ag -0.2, OXTR potentiate -7.7, M1 ag -1.7 and TAAR1 antagonist -9.0.
Cc1ccc2c(c1)n([O-])c1c([n+]2=O)CCCC1 was read as M1 antag -25.1, CHRM1 PAM 8.3, V1R ag counter 1.0, TAAR1 ag 0.7, CHO parental Ca -0.8, OXTR ag -0.4, OXTR potentiate -0.7, M1 ag -3.8 and TAAR1 antagonist -2.7.
Screening CC1CCCCC12NC(=O)N(CC(=O)Nc1cccc(S(=O)(=O)N3CCCCC3)c1)C2=O (stereo not drawn) returned M1 antag 3.1, CHRM1 PAM 1.6, V1R ag counter 1.0, TAAR1 ag 5.9, CHO parental Ca -21.2, OXTR ag 0.7, OXTR potentiate -4.9, M1 ag -2.4 and TAAR1 antagonist -9.2.
Cc1ccc(NS(=O)(=O)c2ccc(NC(=O)N3CCCCC3)cc2)cc1 was read as M1 antag -9.7, CHRM1 PAM 8.0, V1R ag counter 13.4, TAAR1 ag 52.5*, CHO parental Ca -2.9, OXTR ag 10.5, OXTR potentiate -13.7, M1 ag 11.1 and TAAR1 antagonist -4.2.
For CCC(C)c1c(O)nc(SCC(=O)N2CCCCCC2)[nH]c1=O (stereo not drawn) the results were M1 antag -0.5, CHRM1 PAM 1.9, V1R ag counter -0.1, TAAR1 ag 3.6, CHO parental Ca -0.5, OXTR ag 0.8, OXTR potentiate -0.2, M1 ag -4.1 and TAAR1 antagonist -19.4.
For O=C1NN=C(c2ccc(Cl)cc2)CC1c1cccc(Cl)c1 (stereo not drawn) the results were M1 antag -0.8, CHRM1 PAM -5.1, V1R ag counter -0.3, TAAR1 ag 14.2, CHO parental Ca -17.4, OXTR ag -0.9, OXTR potentiate -7.5, M1 ag -3.7 and TAAR1 antagonist 27.8.
FC(F)(F)c1nc2nccnc2[nH]1 was read as M1 antag -9.7, CHRM1 PAM 4.5, TAAR1 ag 2.4, M1 ag -0.5 and TAAR1 antagonist -5.4.
For NC/C(=N\O)c1ccc(Cl)cc1Cl the results were M1 antag -1.6, CHRM1 PAM -4.0, V1R ag counter -0.3, TAAR1 ag 9.6, CHO parental Ca -10.2, OXTR ag -0.6, OXTR potentiate -2.1, M1 ag -2.7 and TAAR1 antagonist -11.6.
`CC(=O)Nc1ccc(S(=O)(=O)NCC2CCC(C(=O)N3CC(C)CC(C)C3)CC2)cc1` (stereo not drawn) gave M1 antag -19.1, CHRM1 PAM 11.7, V1R ag counter 1.1, TAAR1 ag 0.5, CHO parental Ca -14.1, OXTR ag -0.7, OXTR potentiate -4.6, M1 ag -7.6 and TAAR1 antagonist -1.1.
`O=C(COC(=O)c1c(F)cccc1F)Nc1cccc(S(=O)(=O)N2CCCCC2)c1` gave M1 antag 5.6, CHRM1 PAM -3.1, TAAR1 ag 14.3, M1 ag 1.6 and TAAR1 antagonist 49.8*.
Screening CCCn1c(NC(=O)C23CC4CC(CC(O)(C4)C2)C3)nc2ccccc21 returned M1 antag -9.8, CHRM1 PAM 10.9, V1R ag counter -1.0, TAAR1 ag 0.5, CHO parental Ca -17.3, OXTR ag -1.6, OXTR potentiate -1.6, M1 ag -9.3 and TAAR1 antagonist -9.2.

Gathered by group: the entries above with a Cl atom
For O=C1NN=C(c2ccc(Cl)cc2)CC1c1cccc(Cl)c1 (stereo not drawn) the results were M1 antag -0.8, CHRM1 PAM -5.1, V1R ag counter -0.3, TAAR1 ag 14.2, CHO parental Ca -17.4, OXTR ag -0.9, OXTR potentiate -7.5, M1 ag -3.7 and TAAR1 antagonist 27.8.
For NC/C(=N\O)c1ccc(Cl)cc1Cl the results were M1 antag -1.6, CHRM1 PAM -4.0, V1R ag counter -0.3, TAAR1 ag 9.6, CHO parental Ca -10.2, OXTR ag -0.6, OXTR potentiate -2.1, M1 ag -2.7 and TAAR1 antagonist -11.6.

(further entries)
For Cc1ccc(S(=O)(=O)NCC(=O)NCC2CCCCC2)cc1C the results were M1 antag 9.3, CHRM1 PAM -4.0, V1R ag counter 0.3, TAAR1 ag -2.8, CHO parental Ca -11.9, OXTR ag -0.7, OXTR potentiate -5.9, M1 ag -11.8 and TAAR1 antagonist 1.3.
`CCC(C)(C)n1nnnc1CN(Cc1ccco1)Cc1cc2cc3c(cc2[nH]c1=O)OCO3` gave M1 antag 1.1, CHRM1 PAM 0.9, V1R ag counter 0.3, CHO parental Ca -13.3, OXTR ag -1.2, OXTR potentiate -2.4 and M1 ag -4.3.
O=C(C1CC(=O)N(c2ccc(Cl)cc2)C1)N1CCCCCC1 (stereo not drawn) was read as M1 antag -4.5, CHRM1 PAM 1.6, V1R ag counter 0.0, TAAR1 ag 0.7, CHO parental Ca -7.6, OXTR ag -0.2, OXTR potentiate 1.0, M1 ag -5.2 and TAAR1 antagonist -5.1.
`COc1ccc(-n2nc(C(=O)Nc3ccc(OC)c(OC)c3)c3c4ccccc4n(C)c3c2=O)cc1` gave M1 antag 1.6, CHRM1 PAM -0.2, V1R ag counter 0.8, TAAR1 ag 2.1, CHO parental Ca -15.6, OXTR ag -0.2, OXTR potentiate -7.5, M1 ag -1.4 and TAAR1 antagonist -0.6.
`CCOC(=O)N1CCC(N2CCCC(CO)(Cc3ccccc3C)C2)CC1` (stereo not drawn) gave M1 antag 26.3*, CHRM1 PAM -19.7, V1R ag counter 0.9, TAAR1 ag 0.6, CHO parental Ca -9.1, OXTR ag 0.2, OXTR potentiate -2.9, M1 ag -10.1 and TAAR1 antagonist -26.4.
COc1ccccc1C=NNC(=O)c1ccncc1 was read as M1 antag -13.1, CHRM1 PAM 2.0, TAAR1 ag 3.1, M1 ag 0.1 and TAAR1 antagonist 3.7.
Cn1c(=N)n(CC(=O)O)c2ccccc21 was read as M1 antag 0.8, CHRM1 PAM -1.1, V1R ag counter 0.7, TAAR1 ag 3.3, CHO parental Ca 11.0, OXTR ag 0.4, OXTR potentiate -6.0, M1 ag -3.0 and TAAR1 antagonist 7.6.
Screening O=C1CC(c2ccc(F)cc2)Cc2nc(NCc3ccco3)ncc21 (stereo not drawn) returned M1 antag -1.2, CHRM1 PAM 2.0, V1R ag counter -0.3, TAAR1 ag 15.5, CHO parental Ca -17.7, OXTR ag 0.3, OXTR potentiate -11.8, M1 ag -1.2 and TAAR1 antagonist 5.6.
For Cc1nn(C)cc1/C=N/NC(=O)CSc1ccccn1 the results were M1 antag -10.6, CHRM1 PAM 8.3, V1R ag counter 0.3, TAAR1 ag 0.8, CHO parental Ca 1.5, OXTR ag 0.8, OXTR potentiate -3.8, M1 ag -2.1 and TAAR1 antagonist -8.9.
O=C(CCN1C(=O)c2ccccc2C1=O)N1CCCCCC1 was read as M1 antag -13.1, CHRM1 PAM 6.0, V1R ag counter -0.4, TAAR1 ag 5.3, CHO parental Ca -21.9, OXTR ag -0.8, OXTR potentiate -12.8, M1 ag -4.0 and TAAR1 antagonist -8.8.
Screening COc1ccc(-c2ccc(CCC(=O)O)n2CC(=O)Nc2cccc(OC)c2)cc1 returned M1 antag -0.5, CHRM1 PAM 4.0, V1R ag counter -0.5, TAAR1 ag 4.0, CHO parental Ca -16.8, OXTR ag -0.5, OXTR potentiate -6.3, M1 ag 0.8 and TAAR1 antagonist 7.1.
`CC(C)Sc1oc(-c2ccco2)nc1S(=O)(=O)c1ccccc1` gave M1 antag -21.9, CHRM1 PAM 6.0, V1R ag counter -1.0, TAAR1 ag -1.4, CHO parental Ca -16.8, OXTR ag -1.7, OXTR potentiate 3.1, M1 ag 0.4 and TAAR1 antagonist -8.9.
`O=C(c1cc2ccccc2o1)N1CCN(c2ncccn2)CC1` gave M1 antag 15.4, CHRM1 PAM -10.9, V1R ag counter 1.2, TAAR1 ag 3.1, CHO parental Ca -6.4, OXTR ag -0.8, OXTR potentiate 1.4, M1 ag -5.4 and TAAR1 antagonist 6.8.
Screening O=C(NCCOc1ccccc1)C(=O)NCC1CCCO1 (stereo not drawn) returned M1 antag -6.2, CHRM1 PAM 5.3, V1R ag counter -0.4, TAAR1 ag 8.4, CHO parental Ca -4.2, OXTR ag 0.5, OXTR potentiate -17.3, M1 ag -5.8 and TAAR1 antagonist -9.7.
Screening Cc1c(C(=O)N/N=C/c2ccc(N3CCOCC3)cc2)nc2ccccn12 returned M1 antag -7.0, CHRM1 PAM 6.8, V1R ag counter 1.2, TAAR1 ag 7.9, CHO parental Ca -5.5, OXTR ag 0.8, OXTR potentiate -4.6, M1 ag -0.8 and TAAR1 antagonist 8.5.
For Cc1nc(NC(=O)CCCC(=O)Nc2nc(C)c(C)s2)sc1C the results were M1 antag -5.8, CHRM1 PAM 3.3, V1R ag counter 0.7, TAAR1 ag 17.1, CHO parental Ca 1.2, OXTR ag 0.7, OXTR potentiate -4.0, M1 ag -6.0 and TAAR1 antagonist -0.4.
For CC1(Cc2cc(Cl)ccc2C(F)(F)F)C(=O)Nc2c(Cl)cccc21 (stereo not drawn) the results were M1 antag -16.9, CHRM1 PAM -1.0, TAAR1 ag -1.6, M1 ag -6.0 and TAAR1 antagonist 34.8.
`CCCCCc1cccnc1` gave M1 antag -19.1, CHRM1 PAM 10.2, V1R ag counter -0.1, TAAR1 ag 0.9, CHO parental Ca -0.3, OXTR ag 0.9, OXTR potentiate -0.1, M1 ag -1.6 and TAAR1 antagonist -11.1.
For COc1ccc(Br)cc1CN1CCCCCCC1 the results were M1 antag 14.6, CHRM1 PAM -15.6, V1R ag counter -0.7, TAAR1 ag 1.7, CHO parental Ca -9.1, OXTR ag 0.6, OXTR potentiate 3.6, M1 ag -12.7 and TAAR1 antagonist -10.1.
